Assay outcomes as filed in PubChem BioAssay.
DNA FID counter – displaces DNA intercalator in HCV helicase counter-screen | DNA fluorescent intercalator displacement, fluorescence | 0.17% of 290,000 active | inhibition, % at 7.9 µM; in the data active = inhibition above about 37%;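 note: 0% = vehicle and 100% = reference compound; higher means more ethidium bromide displaced from hairpin DNA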
CRFR2-BP antag – blocks CRF-induced signaling of the CRF-BP/CRF-R2 complex; HEK293 CRF-R2/CRF-BP, CRF-induced calcium fluorescence; inhibition, % at 11.8 µM; AID 588475; 0.59% of 350,000 active;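 active = inhibition of the ligand-induced calcium signal above about 50% at the single tested concentration, limit read from the data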
GalR3 antagonist – blocks the human galanin receptor 3 | O60755 | HEK293 GalR3-CNG cAMP membrane potential fluorescence; galR3 body fused to GalR1 C-terminus | inhibition, % at 3 µM | 0.44% of 360,000 active | AID 651719;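 active = inhibition above the screen-wide average plus 3 SD, cut at about 13% in these data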;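 note: forskolin and galanin both at EC90 stimulate the cells; cAMP rise reported by CNG channel membrane potential dye signal; 0% = forskolin plus galanin with DMSO and 100% = forskolin alone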
Target sequence (O60755 1-299 limits assumed): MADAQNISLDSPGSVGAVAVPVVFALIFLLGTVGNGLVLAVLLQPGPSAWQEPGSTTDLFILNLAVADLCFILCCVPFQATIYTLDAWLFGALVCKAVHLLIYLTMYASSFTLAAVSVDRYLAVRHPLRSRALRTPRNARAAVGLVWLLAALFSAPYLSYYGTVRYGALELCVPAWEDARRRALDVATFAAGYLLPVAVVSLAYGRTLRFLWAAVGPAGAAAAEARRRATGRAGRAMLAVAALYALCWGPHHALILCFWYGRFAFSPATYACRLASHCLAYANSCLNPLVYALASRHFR
MEKK3 PB1 HTS – raises or lowers MEK5 binding to the human MEKK3 PB1 domain; Q99759; bead-based flow cytometry, Alexa488-MEK5 binding to MEKK3; actives lie on both sides; 0 = blocked by unlabeled MEK5, 100 = vehicle; binding response (% of control), % at 10 µM; 1.4% of 290,000 active; AID 1529;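 active = binding response more than 3 SD above or below the average of its plate-row segment, actives on both sides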;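 note: Alexa488 bead fluorescence after subtracting the streptavidin-only scavenger bead signal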
Target sequence (Q99759 whole entry, looked up, the tested form may be a part): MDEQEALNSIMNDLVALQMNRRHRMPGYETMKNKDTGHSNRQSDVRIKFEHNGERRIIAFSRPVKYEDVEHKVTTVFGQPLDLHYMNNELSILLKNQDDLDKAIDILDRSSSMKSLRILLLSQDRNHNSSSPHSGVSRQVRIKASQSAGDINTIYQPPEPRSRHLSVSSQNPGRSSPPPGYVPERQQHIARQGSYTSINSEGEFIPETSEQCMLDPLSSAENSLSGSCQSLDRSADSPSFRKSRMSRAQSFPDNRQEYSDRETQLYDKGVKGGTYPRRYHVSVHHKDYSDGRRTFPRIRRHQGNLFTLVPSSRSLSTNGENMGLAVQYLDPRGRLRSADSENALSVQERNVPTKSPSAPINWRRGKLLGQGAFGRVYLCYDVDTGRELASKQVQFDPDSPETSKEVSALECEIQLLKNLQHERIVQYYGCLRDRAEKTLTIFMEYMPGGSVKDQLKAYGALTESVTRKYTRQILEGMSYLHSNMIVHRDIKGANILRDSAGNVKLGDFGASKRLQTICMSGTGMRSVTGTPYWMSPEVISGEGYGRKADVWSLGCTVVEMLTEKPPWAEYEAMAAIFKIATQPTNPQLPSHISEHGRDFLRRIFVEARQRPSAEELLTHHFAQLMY
CRFR2-BP ag – CRF-BP/CRF-R2 complex agonism. HEK293 CRF-R2/CRF-BP, calcium dye fluorescence (FLIPR); percent of saturating CRF peptide response. activation, % at 13.2 µM. 0.46% of 350,000 active. AID 588473;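 active = activation of at least 50%, plus an integration ratio under a set limit after plate pattern correction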;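 note: plate controls were neutral control wells without compound for no effect and CRF at EC100 for full effect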
MEKK2wt PB1 HTS – raises or lowers MEK5 binding to wildtype human MEKK2 PB1 domain; Q9Y2U5; bead flow cytometry, Alexa488-MEK5 binding to MEKK2 WT; actives lie on both sides; binding response (% of control), % at 10 µM; 1.1% of 290,000 active; AID 1531; in the data active = binding response below about 67% or above about 130%
MEKK2mut PB1 HTS – signal of MEK5 binding to mutant human MEKK2 PB1 domain; bead flow cytometry, Alexa488-MEK5 binding to MEKK2 mutant; percent response, % at 10 µM; 0.35% of 290,000 active; AID 1530; in the data active = percent response above about 24%, passing the limit was not always enough; note: inactives centre near 1; some results filed as inactive read as strong as hits
SUMO HTRF inh – SUMOylation inhibition. P63279. HTRF SUMOylation assay, SAE1/SAE2 + UBC9, in vitro. inhibition, % at 35 µM. 0.36% of 290,000 active. AID 2006; in the data active = inhibition above about 50%, passing the limit was not always enough; note: strong numbers were not always called active
HCV NS3 hel inh – blocks Hepatitis C virus NS3 helicase unwinding; AID 1800; NS3 helicase DNA unwinding, Cy5 molecular beacon fluorescence; inhibition, % at 10.9 µM; 0.56% of 290,000 active;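 active = inhibition above the mean of all tested compounds plus 3 SD, set per campaign, cut at about 35% in these data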;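 note: 0% = DMSO wells and 100% = thioflavine S control wells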
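Control set: DMSO versus 110 µM thioflavine S; Material: NS3 helicase fragment of HCV; Measured by: Cy5 fluorescence at 0 and 60 min, beacon hairpin quenching; Read-out basis: percent inhibition from t60/t0 fluorescence ratio; Times: reaction time 60 min, 25 °C; Repeats: single replicate; Compound dosing: single dose, 10.9 µM nominal final, DMSO 0.8% final.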
Active calls of the source: *. This is a subset; the hit share may differ from the screen's.

CC1=NN(S(=O)(=O)c2ccc(C)cc2)C(=O)c2ccccc2O1 was read as DNA FID counter -6, CRFR2-BP antag -9, GalR3 antagonist -2, MEKK3 PB1 HTS 95, CRFR2-BP ag -0.9, MEKK2wt PB1 HTS 94, MEKK2mut PB1 HTS 1, SUMO HTRF inh -16 and HCV NS3 hel inh -1.
Screening COc1ccc(C(=O)O/N=C(\N)c2ccccn2)cc1[N+](=O)[O-] returned DNA FID counter -2, CRFR2-BP antag 0, GalR3 antagonist -4, MEKK3 PB1 HTS 107, CRFR2-BP ag 0.1, MEKK2wt PB1 HTS 104, MEKK2mut PB1 HTS 1, SUMO HTRF inh 15 and HCV NS3 hel inh 2.
For Cn1c(SCC(=O)Nc2ccc(NC(=O)c3ccccc3)cc2)nnc1-c1ccncc1 the results were DNA FID counter -26, CRFR2-BP antag -5, GalR3 antagonist -9, MEKK3 PB1 HTS 106, CRFR2-BP ag 0.7, MEKK2wt PB1 HTS 111, MEKK2mut PB1 HTS 10, SUMO HTRF inh 15 and HCV NS3 hel inh -13.
For O=C1c2cccnc2C(Nc2ccc(S(=O)(=O)N3CCCCC3)cc2)N1Cc1ccccc1 (centres undefined) the results were DNA FID counter -7, CRFR2-BP antag -32, GalR3 antagonist -7, MEKK3 PB1 HTS 100, CRFR2-BP ag -1.3, MEKK2wt PB1 HTS 103, MEKK2mut PB1 HTS 3, SUMO HTRF inh -9 and HCV NS3 hel inh -5.
For COc1ccccc1NC(=S)N(CCc1c(C)[nH]c2ccccc12)Cc1cccs1 the results were DNA FID counter -7, CRFR2-BP antag 6, GalR3 antagonist -1, MEKK3 PB1 HTS 99, CRFR2-BP ag -0.7, MEKK2wt PB1 HTS 97, MEKK2mut PB1 HTS 2, SUMO HTRF inh 4 and HCV NS3 hel inh -20.
Cc1csc(SCC(=O)NC(=O)NC2CCCC2)n1 was read as DNA FID counter -7, CRFR2-BP antag 23, GalR3 antagonist -7, MEKK3 PB1 HTS 112, CRFR2-BP ag 2.6, MEKK2wt PB1 HTS 104, MEKK2mut PB1 HTS -4, SUMO HTRF inh 14 and HCV NS3 hel inh 10.
Screening O=C(c1ccc(F)cc1)N1CCC(O)(c2cccnc2)CC1 returned DNA FID counter 0, CRFR2-BP antag -13, GalR3 antagonist 3, MEKK3 PB1 HTS 103, CRFR2-BP ag -3.0, MEKK2wt PB1 HTS 100, MEKK2mut PB1 HTS 0, SUMO HTRF inh 11 and HCV NS3 hel inh -2.
O=C(c1cc(C(=O)N2CCCC2)cc([N+](=O)[O-])c1)N1CCCC1 was read as DNA FID counter -10, CRFR2-BP antag -1, GalR3 antagonist -4, MEKK3 PB1 HTS 102, CRFR2-BP ag -1.6, MEKK2wt PB1 HTS 103, MEKK2mut PB1 HTS 3, SUMO HTRF inh -4 and HCV NS3 hel inh 4.
CCOC(=O)CSC1=C(C#N)C(c2ccc(Cl)cc2)C(C(=O)OC)C(=O)N1 (centres undefined) was read as DNA FID counter -18, CRFR2-BP antag 53*, GalR3 antagonist -4, MEKK3 PB1 HTS 110, CRFR2-BP ag -2.8, MEKK2wt PB1 HTS 111, MEKK2mut PB1 HTS 8, SUMO HTRF inh -2 and HCV NS3 hel inh -7.
For O=C(O)c1ccc(N=NN2CCCCCC2)cc1 the results were DNA FID counter 1, CRFR2-BP antag -6, GalR3 antagonist -2, MEKK3 PB1 HTS 102, CRFR2-BP ag -0.2, MEKK2wt PB1 HTS 104, MEKK2mut PB1 HTS -1, SUMO HTRF inh -4 and HCV NS3 hel inh 2.
`CC1=C(C(=O)Nc2cccnc2)C(c2cccnc2)n2nc(-c3cccs3)nc2N1` (centres undefined) gave DNA FID counter -7, CRFR2-BP antag -9, GalR3 antagonist 1, MEKK3 PB1 HTS 89, CRFR2-BP ag -3.2, MEKK2wt PB1 HTS 92, MEKK2mut PB1 HTS -5, SUMO HTRF inh 4 and HCV NS3 hel inh 0.
Screening C/C(CC(=O)NCc1ccco1)=N\NC(=O)COc1ccc(C)cc1 returned DNA FID counter -18, CRFR2-BP antag -9, GalR3 antagonist 1, MEKK3 PB1 HTS 101, CRFR2-BP ag -1.2, MEKK2wt PB1 HTS 103, MEKK2mut PB1 HTS -2, SUMO HTRF inh -3 and HCV NS3 hel inh 4.
CC1(C)Cc2nc3oc4c(=S)nc[nH]c4c3cc2CO1 was read as DNA FID counter 2, CRFR2-BP antag -8, GalR3 antagonist -4, MEKK3 PB1 HTS 101, CRFR2-BP ag -2.3, MEKK2wt PB1 HTS 99, MEKK2mut PB1 HTS 1, SUMO HTRF inh 14 and HCV NS3 hel inh 1.
`COC(=O)c1c(C)[nH]c(C(=O)/C=C/c2cccc(Cl)c2)c1C` gave DNA FID counter -3, CRFR2-BP antag 8, GalR3 antagonist -11, MEKK3 PB1 HTS 102, CRFR2-BP ag -0.9, MEKK2wt PB1 HTS 102, MEKK2mut PB1 HTS 0, SUMO HTRF inh 17 and HCV NS3 hel inh 2.
`CCCn1c(CCC(=O)Nc2ccccc2Cc2ccccc2)nc2cc(S(=O)(=O)N3CCOCC3)ccc21` gave DNA FID counter -41, CRFR2-BP antag 5, GalR3 antagonist -3, MEKK3 PB1 HTS 101, CRFR2-BP ag 1.9, MEKK2wt PB1 HTS 101, MEKK2mut PB1 HTS 3, SUMO HTRF inh -2 and HCV NS3 hel inh -9.
For CCCC12CN3CCN(CC(C3)/C1=N\NC(=O)c1ccc(F)cc1)C2 the results were DNA FID counter -4, CRFR2-BP antag -3, GalR3 antagonist -3, MEKK3 PB1 HTS 102, CRFR2-BP ag -1.0, MEKK2wt PB1 HTS 95, MEKK2mut PB1 HTS -1, SUMO HTRF inh -1 and HCV NS3 hel inh -1.
For O=C(Nc1cnn(C23CC4CC(CC(C4)C2)C3)c1)c1cc(-c2ccccc2)on1 the results were DNA FID counter -4, CRFR2-BP antag 23, GalR3 antagonist -2, MEKK3 PB1 HTS 101, CRFR2-BP ag -1.1, MEKK2wt PB1 HTS 95, MEKK2mut PB1 HTS 0, SUMO HTRF inh -8 and HCV NS3 hel inh 4.
`COc1ccc2cc(C3(C)NC(=O)N(CC(=O)NCc4ccco4)C3=O)ccc2c1` (centres undefined) gave DNA FID counter -14, CRFR2-BP antag 8, GalR3 antagonist 0, MEKK3 PB1 HTS 92, CRFR2-BP ag -0.5, MEKK2wt PB1 HTS 91, MEKK2mut PB1 HTS -10, SUMO HTRF inh -24 and HCV NS3 hel inh -3.
COc1cc(NC(=O)C2CCCCC2)c(OC)cc1NC(=O)CN1CCCCC1 was read as DNA FID counter 3, CRFR2-BP antag 3, GalR3 antagonist -3, CRFR2-BP ag 1.1, SUMO HTRF inh -6 and HCV NS3 hel inh -14.
`NC(=O)CSc1cn(Cc2ccccc2)c2ccccc12` gave DNA FID counter -19, CRFR2-BP antag -6, GalR3 antagonist -8, MEKK3 PB1 HTS 63, CRFR2-BP ag -0.3, MEKK2wt PB1 HTS 70, MEKK2mut PB1 HTS -12, SUMO HTRF inh 17 and HCV NS3 hel inh -6.
Screening CC(C)c1ccc(NC(=O)c2cc(S(=O)(=O)NCC3COc4ccccc4O3)ccc2F)cc1 (centres undefined) returned DNA FID counter -13, CRFR2-BP antag -22, GalR3 antagonist -6, MEKK3 PB1 HTS 110, CRFR2-BP ag 14, MEKK2wt PB1 HTS 119, MEKK2mut PB1 HTS 1, SUMO HTRF inh -35 and HCV NS3 hel inh -20.
`Cc1cc(C)c2c(CCl)cc(=O)oc2c1` gave DNA FID counter 3, CRFR2-BP antag -1, GalR3 antagonist -2, MEKK3 PB1 HTS 96, CRFR2-BP ag 1.0, MEKK2wt PB1 HTS 99, MEKK2mut PB1 HTS -1, SUMO HTRF inh 14 and HCV NS3 hel inh -6.
Screening Cc1nn(CC(=O)N2CCC(N3CCCCC3)CC2)c(=O)c2c1sc1ccccc12 returned DNA FID counter 8, CRFR2-BP antag -6, GalR3 antagonist -7, MEKK3 PB1 HTS 100, CRFR2-BP ag -1.5, MEKK2wt PB1 HTS 104, MEKK2mut PB1 HTS 2, SUMO HTRF inh 12 and HCV NS3 hel inh 1.
For CCc1nnc(NS(=O)(=O)c2ccc(N3C(=O)c4ccccc4C3=O)cc2)s1 the results were DNA FID counter -4, CRFR2-BP antag 20, GalR3 antagonist -5, MEKK3 PB1 HTS 102, CRFR2-BP ag 0.2, MEKK2wt PB1 HTS 100, MEKK2mut PB1 HTS -3, SUMO HTRF inh 12 and HCV NS3 hel inh 0.
Screening COc1ccccc1-n1ccnc1SCC(=O)NCc1ccco1 returned DNA FID counter -16, CRFR2-BP antag 18, GalR3 antagonist 2, MEKK3 PB1 HTS 84, CRFR2-BP ag -5.8, MEKK2wt PB1 HTS 97, MEKK2mut PB1 HTS -1, SUMO HTRF inh 6 and HCV NS3 hel inh 3.
Screening CCCCc1c(C)nc2cc(-c3ccco3)[nH]n2c1=O returned DNA FID counter -7, CRFR2-BP antag 8, GalR3 antagonist -6, MEKK3 PB1 HTS 104, CRFR2-BP ag -1.1, MEKK2wt PB1 HTS 105, MEKK2mut PB1 HTS 4, SUMO HTRF inh 17 and HCV NS3 hel inh -6.
Screening C(=N\Nc1nc(Nc2ccccc2)nc(Nc2ccccc2)n1)/c1ccncc1 returned DNA FID counter -3, CRFR2-BP antag 17, GalR3 antagonist -5, MEKK3 PB1 HTS 98, CRFR2-BP ag -0.2, MEKK2wt PB1 HTS 99, MEKK2mut PB1 HTS -4, SUMO HTRF inh 24 and HCV NS3 hel inh -13.
For O=C(NC1CCCC1)C1CCCN1S(=O)(=O)c1cccc2cccnc12 (centres undefined) the results were DNA FID counter -8, CRFR2-BP antag 0, GalR3 antagonist 7, MEKK3 PB1 HTS 112, CRFR2-BP ag 0.1, MEKK2wt PB1 HTS 115, MEKK2mut PB1 HTS 5, SUMO HTRF inh 14 and HCV NS3 hel inh -6.
For COc1ccc(S(=O)(=O)N2Cc3ccccc3CC2C(=O)N2CCOCC2)cc1OC (centres undefined) the results were DNA FID counter -14, CRFR2-BP antag 4, GalR3 antagonist -1, MEKK3 PB1 HTS 111, CRFR2-BP ag -1.6, MEKK2wt PB1 HTS 106, MEKK2mut PB1 HTS 2, SUMO HTRF inh 0 and HCV NS3 hel inh 5.
For CCn1c2ccccc2c2nc3cc(OC)c(OC)cc3nc21 the results were DNA FID counter -7, CRFR2-BP antag 23, GalR3 antagonist -2, MEKK3 PB1 HTS 102, CRFR2-BP ag 20, MEKK2wt PB1 HTS 91, MEKK2mut PB1 HTS -3, SUMO HTRF inh 4 and HCV NS3 hel inh 12.
c1ccc(CSc2nnc3c4ccccc4c4ccccc4c3n2)cc1 was read as DNA FID counter -1, MEKK3 PB1 HTS 93, MEKK2wt PB1 HTS 86, MEKK2mut PB1 HTS 2, SUMO HTRF inh -1 and HCV NS3 hel inh 2.
CC(C)C(=O)Nc1ccccc1N1CCN(S(C)(=O)=O)CC1 was read as DNA FID counter -2, CRFR2-BP antag -20, GalR3 antagonist -5, MEKK3 PB1 HTS 103, CRFR2-BP ag -1.0, MEKK2wt PB1 HTS 108, MEKK2mut PB1 HTS 2, SUMO HTRF inh -5 and HCV NS3 hel inh 3.
